Compound activity: PubChem BioAssay, several laboratories
ssDAF12 agonist: S. stercoralis DAF-12 activation, primary screen. HEK293 ssDAF-12/GRIP1 lit1-tk-luc reporter, luminescence; % of 3 µM dafachronic acid response. activation, % at 6.8 µM. AID 652126. 370,000 tested, 1% active;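 active = activation above the mean over all tested compounds plus 3 SD, cut at about 0.9% in these data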;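 also: 0% = DMSO-only wells and 100% = 3 µM delta7-dafachronic acid wells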
PLCb3 inh: PLC-beta3 (human) inhibition, primary screen. 370,000 tested, 0.18% active. AID 720704. Q01970. Purified PLC-beta3, fluorogenic substrate, fluorescence. inhibition, % at 12.2 µM; in the data active = inhibition above about 11%;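 also: 0% = median of compound wells on plate and 100% = full blocker control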
DAX1 inh-1: NR0B1 (DAX1) inhibition | P51843 | HEK293 Gal4-DAX1 luciferase reporter, luminescence | inhibition, % at 6.75 µM | 340,000 tested, 0.99% active | AID 504766;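 active = inhibition above the mean over all tested compounds plus 3 SD, cut at about 4.2% in these data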;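 also: 0% = DAX1-transfected cells with DMSO and 100% = empty-vector control cells with DMSO; inhibition shows as a rise in luminescence from relieved DAX1 repression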
Target sequence (P51843 207-470 limits assumed): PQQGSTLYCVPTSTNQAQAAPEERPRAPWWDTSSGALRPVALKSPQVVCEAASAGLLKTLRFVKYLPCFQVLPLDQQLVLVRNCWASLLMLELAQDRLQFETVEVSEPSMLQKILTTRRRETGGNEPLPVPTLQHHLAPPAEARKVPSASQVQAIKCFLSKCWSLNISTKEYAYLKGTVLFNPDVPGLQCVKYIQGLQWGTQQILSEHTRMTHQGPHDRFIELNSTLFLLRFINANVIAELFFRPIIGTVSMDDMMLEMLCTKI
DAX1 inh-2: DAX1 (NR0B1) inhibition, primary screen. inhibition, % at 6.8 µM. HEK293T StAR-luciferase reporter, SF-1/DAX-1 repression relief. 370,000 tested, 1.1% active. AID 652010;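 active = inhibition above the mean over all tested compounds plus 3 SD, cut at about 3.6% in these data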;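 also: 0% = DAX-1 cells with DMSO and 100% = cells lacking DAX-1 with DMSO; higher inhibition means more luminescence from relief of DAX-1 repression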
NR1D1 modulator: Rev-erb alpha (human) modulation; 370,000 tested, 0.79% active; P20393; Rev-erbα–FITC-DNA binding, fluorescence polarization, 90 min; activity, % at 10 µM;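 active = activity above about 14%, limit read from the data; passing the limit was not always enough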;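 also: 0% = DMSO wells with 35 nM protein and 100% = DMSO wells with 750 nM protein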
hgDAF12 agonist: activates the H. glycines DAF-12 receptor ligand-binding domain. HEK293 GAL4-hgDAF12 UAS-luciferase reporter, agonist luminescence; normalized to butyrate control. activation, % at 6.8 µM. 370,000 tested, 1.8% active. AID 687014;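 active = activation above a cutoff set at the mean of all screened compounds plus 3 SD, cut at about 10% in these data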;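 also: 0% = DMSO wells and 100% = sodium butyrate wells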
PLC-gamma1 inh: inhibitors of human phospholipase C gamma1. P19174. purified PLC-gamma1, fluorogenic substrate, fluorescence. inhibition, % at 12.2 µM. 370,000 tested, 0.84% active; in the data active = inhibition above about 9.5%
SMARCA2 activ: activators of SMARCA2 function; MG213 cells, MMTV-luciferase reporter, dexamethasone, overnight; activation, % at 9.1 µM; 370,000 tested, 1% active; AID 652017; in the data active = activation above about 7.8%;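 also: 0% = vehicle wells and 100% = reference activator wells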
ADAM17 inh: inhibits human ADAM17. P78536. recombinant ADAM17, EDANS/DABCYL FRET peptide cleavage. inhibition, % at 6.95 µM. 370,000 tested, 0.83% active. AID 720648;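 active = inhibition above the mean of compounds lying between control limits plus 3 SD, set per campaign, cut at about 8.5% in these data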;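 also: 0% = DMSO-only wells as the low control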
hcDAF12 agonist: H. contortus DAF-12 activation, primary screen | activation, % at 6.8 µM | HEK293 hcDAF-12 lit1-tk-luc reporter, luminescence; 0% DMSO, 100% Δ7-dafachronic acid | 370,000 tested, 1.4% active;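 active = activation above the mean of all tested compounds plus 3 SD, cut at about 5.5% in these data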;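 also: 100% = response to 3 µM Δ7-dafachronic acid high control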
MBD2 DNA inh: inhibitors of human MBD2 binding to methylated oligonucleotide | inhibition, % at 4.4 µM | TR-FRET | 370,000 tested, 0.31% active; in the data active = inhibition above about 13%
Target sequence (Q9UBB5 whole entry, looked up): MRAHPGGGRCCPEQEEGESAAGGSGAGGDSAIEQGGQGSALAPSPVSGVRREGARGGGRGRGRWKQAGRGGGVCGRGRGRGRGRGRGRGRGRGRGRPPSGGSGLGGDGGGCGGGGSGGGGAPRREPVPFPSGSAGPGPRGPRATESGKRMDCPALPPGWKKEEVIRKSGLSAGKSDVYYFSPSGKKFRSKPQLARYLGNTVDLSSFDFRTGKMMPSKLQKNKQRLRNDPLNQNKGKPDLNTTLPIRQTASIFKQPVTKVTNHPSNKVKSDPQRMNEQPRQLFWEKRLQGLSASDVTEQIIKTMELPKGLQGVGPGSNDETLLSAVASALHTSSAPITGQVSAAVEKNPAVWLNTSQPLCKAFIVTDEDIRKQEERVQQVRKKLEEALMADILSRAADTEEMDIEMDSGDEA
Starred values were filed as active, the others as inactive; i = inactive; x = not tested or not shown; & = joins results of further samples. Not a hit list. Share with any hit: about 7.4%.

SMILES	ssDAF12 agonist	PLCb3 inh	DAX1 inh-1	DAX1 inh-2	NR1D1 modulator	hgDAF12 agonist	PLC-gamma1 inh	SMARCA2 activ	ADAM17 inh	hcDAF12 agonist	MBD2 DNA inh
O=C(c1cccc(Cl)c1)N1CCN(Cc2ccccc2F)CC1	-1.3	2	-0.1	0.0	-2	-1.5	3	-2	-3	-0.7	5
CC(C)CCNC(=O)[C@@H](NC(=O)c1c(F)cccc1F)C(C)C	-1.8	1	1.7	0.0	0	0.9	1	1	-1	-1.4	2
C=C(C)c1ccccc1	-1.4	4	0.1	-0.4	7	2.4	0	1	-4	-0.2	-6
Cc1ccc(S(=O)(=O)N(C)CC(=O)Oc2ccc(-c3nnco3)cc2)cc1	-0.6	-5	-0.3	0.1	0	2.0	3	-3	-1	1.0	3
COc1ccc(C2CC3CN(C4CCCCC4)C(=O)C3N2C)cc1 (stereo not given)	-1.1	0	x	-1.2	2	0.8	-2	-3	-6	-2.7	-2
CCN(C(=O)CSc1nc2cc(Cl)ccc2c(=O)n1Cc1ccco1)C1CCS(=O)(=O)C1 (stereo not given)	-1.0	0	-0.1	0.7	-6	-1.8	2	-1	-1	-0.4	0
CCn1c(COc2cccc(C)c2)nnc1SCC(=O)CC(=O)Nc1ccccc1OC	-1.1	-3	-0.4	0.4	-2	1.9	-3	-3	3	0.2	0
COc1cccc(C(C(=O)NC(C)(C)C)N(C(=O)CCC(=O)Nc2cc(C)on2)C2CC2)c1OC (stereo not given)	-1.1	-2	0.6	-0.1	-3	0.3	1	2	0	-2.1	6
COCCn1c(C)cc(C(=O)COC(=O)c2cncc(Br)c2)c1C	-0.8	-1	0.6	0.4	-3	5.1	-2	1	-1	1.7	1
CCc1nnc(NC(=O)[C@@H](NC(=O)c2cc(OC)cc(OC)c2)C(C)C)s1	-1.7	-1	-2.3	-0.3	-2	-0.7	0	-1	-3	0.2	-1
NC(N)=NC(N)=NCCc1ccccc1	-0.9	-4	0.1	-1.2	0&-4	-2.5	2	-6	-1	-1.6	6
Cc1onc(NC(=O)c2ccc([N+](=O)[O-])o2)c1Br	-2.1	-2	2.7	-1.4	10	0.1	-1	5	-3	-0.4	-1
CC(C)(C)OC(=O)N[C@H](C(=O)OC(C)(C)C)c1ccc2ccccc2c1	-1.2	2	0.9	0.3	0	-1.6	1	1	0	-0.9	10
Cc1cccn2c(=O)c3cc(C(=O)N4c5ccccc5CC4C)n(C)c3nc12 (stereo not given)	-0.7	-19	1.6	-1.1	11	0.6	-11	-3	-9	-1.4	1
COc1ccc(-c2cnc3c(NC(C)=O)cc(-c4ccccc4OC)cn23)cc1OC	-1.8	-113	x	-2.2	-4	-3.1	-78	-1	-22	-1.7	-1
CCOC(=O)c1c(C)[nH]c2c1cc(O)c1ccccc12	0.1	-34	0.3	-0.8	4	2.6	-37	3	-4	1.0	-1
Cc1nc2scc(-c3ccco3)c2c(=O)n1/N=C/N(C)C	-1.3	-21	1.1	0.8	-3	2.5	-21	-3	-8	-0.6	4
CC1CN(CC(=O)Nc2nc(-c3ccc(Cl)cc3)cs2)CC(C)O1 (stereo not given)	-2.0	-7	-2.8	-1.1	-5	-3.9	2	-3	-2	-4.1	2
Cn1c(SCC(=O)Nc2ccccc2)nc(O)cc1=O	-0.9	3	-0.4	0.2	-1	1.9	1	0	-4	-0.7	2
CCN(C(=O)COC(=O)/C=C/c1cccc(Br)c1)C1CCS(=O)(=O)C1 (stereo not given)	-0.8	-8	0.5	2.3	-3	5.9	8	1	-4	1.2	16*
Cc1noc(/C=C/c2ccco2)c1S(=O)(=O)N1CCC(C(=O)N2c3ccccc3CC2C)CC1 (stereo not given)	-1.6	-76	0.9	-1.1	1	-3.3	-52	1	5	-2.2	2
Cc1ccc2nc(-c3ccsc3)c(NC3CCCC3)n2c1	-1.6	i	0.3	0.2	4	4.6	-475	-1	-51	-0.1	4
N#Cc1c(-c2ccco2)nc(NCC2CCCO2)[nH]c1=O (stereo not given)	-1.1	-7	1.0	-0.2	-5	-0.7	-7	1	-2	-0.9	-1
COc1ccccc1NC(=O)C1CCOC1=O (stereo not given)	-1.5	-5	x	0.0	-2	-0.6	2	0	3	-1.6	-3
O=C(c1ccc(OCC2CCCO2)cc1)N1CCN(S(=O)(=O)c2cccc(F)c2)CC1 (stereo not given)	-1.1	2	0.3	0.1	0	-0.6	1	2	-5	-0.3	4

More structures follow:
SMILES	ssDAF12 agonist	PLCb3 inh	DAX1 inh-1	DAX1 inh-2	NR1D1 modulator	hgDAF12 agonist	PLC-gamma1 inh	SMARCA2 activ	ADAM17 inh	hcDAF12 agonist	MBD2 DNA inh
O=S1(=O)N=C(Nc2ccc(S(=O)(=O)N3CCCCC3)cc2)c2ccccc21	-1.0	-37	-0.7	-0.2	3	-2.2	-8	-2	-15	-2.5	-7
Cc1cccc(N2CN=c3s/c(=C\c4ccccn4)c(=O)n3C2)c1	0.8	-5	1.0	0.1	5	0.0	-3	-1	0	10*	-3
COc1cccc(CC2(CO)CCN(C(=O)NC3CCCCC3)CC2)c1	-2.0	-5	-0.7	-0.3	-2	-1.7	-3	2	-4	-0.1	1
CC(=O)NCCc1ccc(C(=O)COC(=O)C2CCCCC2)cc1	-1.1	4	2.2	-1.6	-1	5.2	5	-5	-2	0.3	4
O=c1oc2ccccc2c(NC2CCCCC2)c1NS(=O)(=O)c1ccc(F)cc1	-1.1	-27	0.0	-0.2	-1	-2.1	-17	3	-3	-1.1	-2
CCCN(C(=O)c1ccco1)c1nnc(-c2ccncc2)s1	-1.6	-3	1.3	0.4	1	1.3	-3	4	-11	-1.5	1
CCN1CCN(C(=O)c2sc3nc(C)nc(N4CCC(C)CC4)c3c2C)CC1	-0.9	2	-0.2	1.8	-4	0.8	-1	2	-3	-0.5	-1
COc1cc2ccccc2cc1C(=O)NCCCN1CCOCC1	-0.2	-32	0.9	2.5	-1	2.9	-26	-2	-42	0.3	2
COc1ccc(NC(=O)CCN2C(=O)c3ccccc3C2=O)c(OC)c1	-1.6	-2	-0.5	-0.4	1	-1.1	0	-3	-2	-3.6	-4
COc1cccc(C2C3=C(CC(C)(C)CC3=O)Nc3cc4c(cc32)OCO4)c1 (stereo not given)	-1.4	i	-0.6	-1.7	5	-4.8	i	-2	-96	-1.3	-1
CC(C)C(NS(=O)(=O)c1cccc(C(F)(F)F)c1)C(=O)NCc1cccs1 (stereo not given)	-1.7	-5	-0.8	-1.6	2	-1.1	1	-2	-6	-1.6	2
CC(C)C(C(=O)NC1CCCC1)N(CC1CCCO1)C(=O)CNS(=O)(=O)c1ccc(F)cc1 (stereo not given)	0.4	0	0.2	0.3	-7	-0.5	0	-2	2	-1.1	-3
O=S1(=O)CC(N2CCCC2)CN1Cc1cn(Cc2cccc(C(F)(F)F)c2)nn1 (stereo not given)	-0.8	-1	x	-0.6	-5	2.1	1	-6	-3	-1.8	-1
C/C(=N\NC(=S)Nc1c(C)cccc1C)c1cc2ccccc2o1	-2.1	3	-1.8	-1.7	0	-3.4	5	2	3	-5.1	-6
Cc1ccc(S(=O)(=O)N2CCOCC2)cc1-c1n[nH]c(=S)n1-c1ccccc1	-1.1	-6	-0.6	-0.3	-1	-2.1	5	-2	0	-0.1	-2
COc1ccc(-c2ccc(CCC(=O)O)n2CC2CCCO2)cc1 (stereo not given)	-1.1	-149	-0.8	0.2	-4	0.1	-137	-4	-149	-1.7	1
Nc1ccc2nc(-c3ccc(-c4nc5ccc(N)cc5[nH]4)cc3)[nH]c2c1	-1.6	i	x	0.3	13	-2.2	-465	-3	-12	-0.7	12
CN1C(=O)C2(OCC(C)([N+](=O)[O-])CO2)c2ccccc21 (stereo not given)	-0.4	-3	0.2	-0.2	5	-0.5	3	-2	2	1.3	-2
CC(C)(C)OC(=O)C[C@@H]1C/C=C\C[C@@H](CC(=O)N[C@H](CO)Cc2ccccc2)C(=O)NCCOC1=O	-1.3	-4	-0.3	-0.1	0	0.5	2	-5	-7	-1.8	6
Cc1cc(NC(=O)CSc2ccc(-c3ccccc3)nn2)no1	-1.2	0	-0.2	0.3	-1	0.2	1	-1	-2	-1.8	-5
N#Cc1ccccc1S(=O)(=O)N1CCNS(=O)(=O)c2ccccc21	-1.3	0	0.9	-0.4	2	0.4	1	2	-5	-0.6	0
Cc1cc(C)c(C#N)c(SCC(=O)N2CCCCC2)n1	-1.0	-2	0.1	-0.6	-1	-0.3	-2	1	-3	-0.5	5
CCOC(=O)c1c(NC(=O)COC(=O)c2ccc(O)cc2)sc(C(=O)NC)c1C	0.2	-7	-0.1	-0.2	38*	-3.3	2	-7	-5	-0.6	9
Nc1c(C(=O)c2ccc(Br)s2)oc2ccccc12	0.1	-12	0.0	0.4	3	3.6	-10	7	0	3.5	-8
CC(=O)Nc1ccc(NC(=O)c2ccc(OCc3c(C)noc3C)cc2)cc1	-1.2	1	2.5	-0.6	7	-0.1	3	-1	-5	0.5	1
CC(C)Cc1ccc(-c2cc3nc(NCCc4ccc(S(N)(=O)=O)cc4)ccn3n2)cc1	-0.4	-108	x	3.1	35*	6.0	-99	2	-35	2.1	-5
O=C(COC(=O)CCc1nc2ccccc2c(=O)[nH]1)NC1CCS(=O)(=O)C1 (stereo not given)	-0.1	-4	3.0	-0.1	-4	1.0	3	-2	0	0.4	-3
CCC(=O)N1CCN(c2ccc(NC(=O)c3ccc4ccccc4c3)cc2)CC1	-1.9	-6	1.5	-0.4	4	-1.1	-1	-1	0	-2.5	4

An excerpt from above in order of SMILES length, low to high:
SMILES	ssDAF12 agonist	PLCb3 inh	DAX1 inh-1	DAX1 inh-2	NR1D1 modulator	hgDAF12 agonist	PLC-gamma1 inh	SMARCA2 activ	ADAM17 inh	hcDAF12 agonist	MBD2 DNA inh
Cc1cc(C)c(C#N)c(SCC(=O)N2CCCCC2)n1	-1.0	-2	0.1	-0.6	-1	-0.3	-2	1	-3	-0.5	5
Cc1cc(NC(=O)CSc2ccc(-c3ccccc3)nn2)no1	-1.2	0	-0.2	0.3	-1	0.2	1	-1	-2	-1.8	-5
COc1cccc(CC2(CO)CCN(C(=O)NC3CCCCC3)CC2)c1	-2.0	-5	-0.7	-0.3	-2	-1.7	-3	2	-4	-0.1	1
CCN1CCN(C(=O)c2sc3nc(C)nc(N4CCC(C)CC4)c3c2C)CC1	-0.9	2	-0.2	1.8	-4	0.8	-1	2	-3	-0.5	-1
Cc1ccc(S(=O)(=O)N(C)CC(=O)Oc2ccc(-c3nnco3)cc2)cc1	-0.6	-5	-0.3	0.1	0	2.0	3	-3	-1	1.0	3
COc1cccc(C2C3=C(CC(C)(C)CC3=O)Nc3cc4c(cc32)OCO4)c1 (stereo not given)	-1.4	i	-0.6	-1.7	5	-4.8	i	-2	-96	-1.3	-1
O=S1(=O)CC(N2CCCC2)CN1Cc1cn(Cc2cccc(C(F)(F)F)c2)nn1 (stereo not given)	-0.8	-1	x	-0.6	-5	2.1	1	-6	-3	-1.8	-1
CC(C)Cc1ccc(-c2cc3nc(NCCc4ccc(S(N)(=O)=O)cc4)ccn3n2)cc1	-0.4	-108	x	3.1	35*	6.0	-99	2	-35	2.1	-5
